# Screening results as filed in PubChem.
# Dyrk1A ADPGlo – blocks rat Dyrk1A kinase activity; ADP-Glo luminescence, NFATc1 peptide; inhibition, % at 12.5 µM; 310,000 compounds, 0.43% hits; AID 504441; in the data active means inhibition above about 50%;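 further: plate controls were vehicle with enzyme for no effect and no enzyme for full effect; many of its hits are not listed in these tables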
# PolyA inhibitor – blocks polyadenylation in yeast reporter cells; S. cerevisiae SKY197-pL101 polyadenylation reporter, beta-gal luminescence; efflux-impaired pdr1/pdr3 knockout yeast; score 100 = 6 SD above DMSO; calls only at 12 µM; 300,000 compounds, 0.02% hits; AID 1875;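 active means lowest replicate activity score at least 50, where 100 means six control SD above control mean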;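 further: yeast exposed to compound for 9 h at 30 °C; higher score means more reporter readthrough which indicates perturbed polyadenylation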
# KCNK9 block – inhibitors of human KCNK9 two-pore domain potassium channel. Q9NPC2. HEK293 KCNK9, FluxOR thallium flux fluorescence; active compounds read low. B-score at 10 µM. 310,000 compounds, 1.2% hits. AID 488922;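 active means ratio B-score over 3 SD below the library mean, with starting fluorescence within 5 SD of its mean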;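 further: negative B-score means less thallium flux so channel inhibition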
# KCNQ1 act – potentiators or activators of human KCNQ1 potassium channel | B-score at 10 µM | AID 2648 | P51787 | CHO-K1 KCNQ1, thallium flux FluxOR fluorescence; active compounds read high | 310,000 compounds, 0.35% hits;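 active means fluorescence ratio B-score, a plate-corrected score, at least three library SD, with initial intensity B-score within 5 SD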
#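 assay system = KCNQ1-transfected CHO-K1 cells | medium = assay buffer with matched DMSO | probe or stimulus = depolarizing K+/Tl+ stimulus, K2SO4 and Tl2SO4 each 12.5 mM in 5x stock | dosing = single dose | incubation = dye 90 min, compound 20 min, room temperature | detection = kinetic FluxOR fluorescence, 10 s baseline plus 110 s post-stimulus | evaluation = ratio B score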
# KCNK3 inh – human KCNK3 channel inhibition, primary screen. CHO-KCNK3 thallium flux, FluxOR fluorescence; active compounds read low. B-score at 10 µM. 340,000 compounds, 0.84% hits. O14649. AID 602410;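 active means B-score under library mean minus 4 SD, starting fluorescence ratio at most library mean plus 5 SD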;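 further: more negative B-score means stronger inhibition of thallium flux through KCNK3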
# hERG rescue – compounds protecting human hERG from proarrhythmic drug block; Q12809; CHO-hERG, FluxOR thallium flux, dofetilide IC70 present; activation (rescue from dofetilide block), less the hit threshold, % at 10 µM; 310,000 compounds, 0.51% hits; AID 1511;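 active means activation above the mean of controls blocked by dofetilide plus 5 SD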;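 further: thallium influx through hERG after potassium depolarization seen as dye fluorescence rise; in these data hits start at about 4.7%; inactives centre near -7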
# Target sequence (Q12809 whole entry, looked up): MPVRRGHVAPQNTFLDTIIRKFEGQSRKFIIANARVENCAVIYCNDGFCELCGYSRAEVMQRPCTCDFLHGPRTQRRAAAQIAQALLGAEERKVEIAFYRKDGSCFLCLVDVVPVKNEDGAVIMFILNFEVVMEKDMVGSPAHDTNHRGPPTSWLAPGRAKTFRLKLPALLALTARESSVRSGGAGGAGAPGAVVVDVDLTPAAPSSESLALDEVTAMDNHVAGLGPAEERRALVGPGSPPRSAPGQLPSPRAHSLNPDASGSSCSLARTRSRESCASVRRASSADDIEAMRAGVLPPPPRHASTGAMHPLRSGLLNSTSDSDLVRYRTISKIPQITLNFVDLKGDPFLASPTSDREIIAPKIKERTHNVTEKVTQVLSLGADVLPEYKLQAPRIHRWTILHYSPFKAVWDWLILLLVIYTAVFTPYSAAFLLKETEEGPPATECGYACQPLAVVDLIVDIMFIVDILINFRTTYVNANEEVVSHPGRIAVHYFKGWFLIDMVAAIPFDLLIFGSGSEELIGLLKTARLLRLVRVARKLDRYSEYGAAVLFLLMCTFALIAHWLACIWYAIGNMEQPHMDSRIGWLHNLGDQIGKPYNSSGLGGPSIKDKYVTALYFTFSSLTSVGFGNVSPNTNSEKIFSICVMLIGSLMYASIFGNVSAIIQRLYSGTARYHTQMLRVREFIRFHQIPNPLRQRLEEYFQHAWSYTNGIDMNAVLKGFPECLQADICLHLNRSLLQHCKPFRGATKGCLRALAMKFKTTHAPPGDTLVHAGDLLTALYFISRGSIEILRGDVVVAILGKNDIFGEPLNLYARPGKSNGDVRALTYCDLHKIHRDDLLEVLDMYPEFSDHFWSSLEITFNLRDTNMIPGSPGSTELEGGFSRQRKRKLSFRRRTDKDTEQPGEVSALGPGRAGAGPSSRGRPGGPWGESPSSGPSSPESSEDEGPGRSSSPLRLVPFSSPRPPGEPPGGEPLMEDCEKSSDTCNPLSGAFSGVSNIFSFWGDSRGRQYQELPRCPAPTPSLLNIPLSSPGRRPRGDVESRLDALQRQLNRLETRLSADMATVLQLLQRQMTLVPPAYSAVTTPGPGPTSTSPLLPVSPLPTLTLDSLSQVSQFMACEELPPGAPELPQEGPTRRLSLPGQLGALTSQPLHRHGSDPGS
# RGS4 pot – RGS4 potentiation or activation. HEK293 M3R/inducible RGS4, carbachol calcium flux Fluo4; active compounds read low. 310,000 compounds, 0.92% hits. AID 463111. B-score at 10 µM;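 active means B-score of the integrated calcium signal more than 4 SD below the library mean, with starting fluorescence not abnormally high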;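 further: negative B-score means reduced calcium response which marks RGS4 activation or potentiation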
#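 test system = M3R-expressing HEK293 line, RGS4 induced by doxycycline | probe or stimulus = carbachol at ECmax as muscarinic agonist stimulus | timing = dye loading 30 min 37 °C, buffer rest 30 min RT | signal = calcium dye Fluo4 fluorescence | evaluation = B score from integrated fluorescence ratio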
# GSK3beta inhib – blocks human GSK3beta kinase activity; P49841; GST-GSK3beta kinase, ADP-Glo luminescence, 60 min; active compounds read low; activity score (negative = inhibition), % at 10 µM; 300,000 compounds, 0.038% hits;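 active means more than half of replicate wells score below -50%, meaning over 50% inhibition versus plate controls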;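 further: 0% = median DMSO wells and -100% = median GW8510 positive control wells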
#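 Assay system: GST-fused GSK3beta enzyme, cell-free / Medium: Tris pH 7.5 buffer with MgCl2, DTT, BSA, heparin / Also added: peptide substrate plus 25 µM ATP (final) / Compound: 10 µM single point / Timing: kinase reaction with compound 60 min at room temperature / Detection: ADP-Glo luminescence / Benchmarks: DMSO neutral wells and GW8510 at 20 µM as positive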
# GSK3A inh – inhibitors of human GSK-3 alpha kinase; inhibition, % at 10 µM; 320,000 compounds, 0.1% hits; ADP-Glo luminescence, 60 min; P49840; AID 2650;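 in the data active means inhibition above about 50%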;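 further: GST-tagged GSK-3 alpha with peptide substrate and 25 µM ATP; 0% = DMSO neutral wells and 100% = GW8510 positive control wells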
# KCNQ1 inh – blocks the human KCNQ1 potassium channel; AID 2642; B-score at 10 µM; CHO-K1 KCNQ1, FluxOR thallium flux fluorescence; active compounds read high; 310,000 compounds, 1.3% hits;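 active means compounds whose thallium flux B-score, printed positive for inhibition, exceeds three library SD while starting fluorescence stays within three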;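 further: channel opened by potassium depolarization with thallium stimulus after 20 min compound exposure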
# RGS4 block – human RGS4 inhibition | HEK293 M3R/RGS4 inducible, Fluo-4 calcium flux; active compounds read high; triggered by carbachol at its EC20 | B-score at 10 µM | 310,000 compounds, 0.45% hits;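 active means B-score, a plate-corrected calcium signal, over three deviations above library mean, with baseline fluorescence within five deviations of library mean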;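 further: RGS4 expression induced by doxycycline in cells with stable M3 receptor; B-score is computed from the integrated fluorescence ratio over baseline after carbachol; higher B-score means a larger calcium signal and so more RGS4 inhibition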
# Starred values were filed as active, the others as inactive; i = inactive; . = no result given.
# Sequence of screens: GSK3beta inhib, RGS4 pot, KCNK9 block, RGS4 block, Dyrk1A ADPGlo, GSK3A inh, hERG rescue, KCNK3 inh, KCNQ1 act, KCNQ1 inh, PolyA inhibitor
> CC1CC(C)CN(CCCNC(=O)C2CCCN(c3ncnc4c3nc3n4CCCCC3)C2)C1 (stereo not given)
→ 3, i, i, i, -7, 1, -5, i, i, i, i
> CC(=O)Cc1nsc(NC(=O)c2cc(-c3ccccc3Cl)oc2C)n1
→ -3, i, i, i, 2, -2, -3, i, i, i, i
> COC(=O)CNC(=O)C1CCN(C(=O)OCc2ccccc2)CC1
→ 1, ., ., ., -1, -2, ., i, ., ., i
> O=C(NCCc1ccccc1)C1CCN(C(=O)NCc2ccccc2)CC1
→ 0, i, i, i, -6, 0, -10, i, i, i, i
> CC(=O)c1ccc(N=Nc2ccc(N)cc2)cc1
→ 2, i, i, i, 2, ., -8, i, i, i, i
> CCOCCOC(=O)C1=C(C)NC2=C(C(=O)CC(c3cccs3)C2)C1c1ccsc1 (stereo not given)
→ -5, i, i, i, 7, -2, -3, i, i, i, i
> Cc1[nH]c2ccccc2c1C(=O)C(C)OC(=O)c1ccc(Cl)nc1 (stereo not given)
→ 2, i, i, i, -6, -3, -12, i, i, i, i
> COc1ccc(CC(=O)N2CCc3cc(OC)c(OC)cc3C2O)cc1OC (stereo not given)
→ 7, i, i, i, 5, 0, -5, i, i, i, i
> COc1ccc(Cn2c(C)c(C)c(C#N)c2NC(=O)Nc2cccc(Cl)c2)cc1
→ 0, i, i, i, -3, -1, -9, i, i, i, i
> CCOC(=O)C(C)NC(=O)Cn1ncc2c(=O)oc3ccc(C)cc3c21 (stereo not given)
→ -9, i, i, i, -4, -2, -15, i, i, i, i
> CSc1ccccc1-c1nnc(-c2ccc(C)cc2)o1
→ -3, i, i, i, -16, -6, -11, i, i, i, i
> Cc1cc(C)c(C)c(S(=O)(=O)N2CCC(C(=O)Nc3ccc(S(=O)(=O)N4CCOCC4)cc3)CC2)c1C
→ 3, i, i, i, -2, 0, -16, i, i, i, i
> CC(=O)c1cccc(NC(=O)C(C)N(C)CC(=O)Nc2ccc(Cl)cc2)c1 (stereo not given)
→ -2, i, i, i, -5, -5, -10, i, i, i, i
> CN(C)C(=O)c1cn(-c2ccccc2)nc1-c1cccc([N+](=O)[O-])c1
→ 3, i, i, i, 1, 1, -9, i, i, i, i
> COc1ccc(CN2CCNC(=O)C2CC(=O)N(C)CCC2CCOCC2)c(OC)c1 (stereo not given)
→ -1, i, i, i, -5, 0, -2, i, i, i, i
> CN([C@@H](C(=O)OC(C)(C)C)c1ccccc1)S(=O)(=O)c1cccc(S(=O)(=O)N(C)[C@@H](C(=O)OC(C)(C)C)c2ccccc2)c1
→ -1, i, i, i, -8, 0, -6, i, i, i, i
> Nc1cccc(-c2nc3ccc(C(=O)c4ccccc4)cc3[nH]2)c1
→ -2, i, i, i, 3, 0, -18, i, i, i, i
> CCN1CCCC1CNC(=O)Cn1nc(C)n2c(cc3cc(C)ccc32)c1=O (stereo not given)
→ -1, i, i, i, 0, 0, -12, i, i, i, i
> CC1(C)NC(=O)N(CC(=O)OCC(=O)NC(=O)c2ccccc2)C1=O
→ -2, i, i, i, 2, ., -9, i, i, i, i
> O=C(CSc1ccccc1)Nc1ccncc1
→ 1, i, i, i, 3, 3, -5, i, i, i, i
> C[C@@H](C(=O)NCC1CC1)[C@H]1C[C@]1(C)[C@H](NC(=O)OCc1ccccc1)c1ccccc1
→ 1, i, i, i, -1, ., -9, i, i, i, i
> CC(=O)OCCNC(=O)c1cc2ccccc2oc1=O
→ 0, i, i, i, 5, 0, -4, i, i, i, i
> CCOC(=O)N1CCN(C(=O)c2ccc3c(=O)n(CCC4=CCCCC4)c(=S)[nH]c3c2)CC1
→ 2, i, i, i, -10, 1, -7, i, i, i, i
> Cc1nc2c(s1)sc1ccccc12
→ -1, i, i, i, 15, 0, -5, i, i, i, i
> COc1ccc(C(=O)n2nc(C)cc2C)cc1OC
→ -4, i, i, i, 1, 1, -5, i, i, i, i
> C=CCOC(=O)C1=C(C)NC(=O)NC1c1ccc2c(c1)OCO2 (stereo not given)
→ 4, i, i, i, -1, 1, -8, i, i, i, i
> Cc1ccc(C(=O)OC2CCCN(C)C2)cc1 (stereo not given)
→ -1, i, i, i, -5, -2, -2, i, i, i, i
> c1ccc(-c2csc(N3CCSCC3)n2)cc1
→ -2, i, i, i, -2, -1, -10, i, i, i, i
> CC(=O)N[C@@H](Cc1c[nH]c2ccccc12)C(=O)OCC(=O)Nc1ccc(Cl)c(S(=O)(=O)N(C)C)c1
→ 2, i, i, i, ., 15, -16, i, i, i, i
> CN(C(=O)c1ccno1)c1nnc(-c2ccccn2)s1
→ 2, i, i, i, 12, -1, -6, i, i, i, i
> CCOc1cccc2cc(C(=O)N3CCc4ccccc43)c(=O)oc12
→ 2, i, i, i, 5, 0, -13, i, i, i, i
> Nc1ccc2c(c1)Oc1ccccc1C=C2
→ -2, i, i, i, -1, -2, -31, i, i, i, i
> COc1ccc(-c2noc(C3CCCN(C(=O)c4ccccc4OC)C3)n2)cc1 (stereo not given)
→ 3, i, i, i, 0, -2, -9, i, i, i, i
> Cc1ccc(C)c(NC(=S)Nc2ccc(S(=O)(=O)Nc3ncccn3)cc2)c1
→ 2, i, i, i, 6, 0, -5, i, i, i, i
> CC(=O)C1=C(C)Nc2ncnn2C1c1ccc(Cl)cc1 (stereo not given)
→ -2, i, i, i, 3, 2, -7, i, i, i, i
> COC(=O)c1cc(CSc2ncnc3sccc23)oc1C
→ 2, i, i, i, -2, 0, -4, i, i, i, i
> CCOC(=O)CNC(=O)Cn1c(C)cc2ccccc2c1=O
→ 2, i, i, i, -2, -2, -5, i, i, i, i
> Cc1onc(-c2ccccc2)c1C(=O)Nc1cccc(OC(C)C)c1
→ 0, i, i, i, 4, -1, -2, i, i, i, i
> COc1ccc(NC(=O)N2CCCC2)cc1OC
→ 0, i, i, i, -8, -1, -8, i, i, i, i
> Cc1cccc(N2CCN(C(=O)c3cc(C)oc3C)CC2C)c1 (stereo not given)
→ 2, i, i, i, -6, -2, -10, i, i, i, i
> CC(=O)Nc1ccc(/C=N/Nc2ccc(C(=O)c3c(C)cc4ccccn34)cc2[N+](=O)[O-])cc1
→ 0, i, i, i, -8, 0, -9, i, i, i, i
> COc1ccc(C(=O)CSc2nc3nc(C)cc(C)n3n2)cc1OC
→ 1, i, i, i, -1, -3, -6, i, i, i, i
> CCc1c(C)nc(SCC(=O)N2CCN(c3ccccc3)CC2)[nH]c1=O
→ -3, i, i, i, 1, ., -6, i, i, i, i
> Cn1c(-c2nonc2N)nc2ccccc21
→ -5, i, i, i, 12, 1, -11, i, i, i, i
> O=C(c1cncc(Br)c1)N1CCN(c2ccc(N3CCOCC3)nn2)CC1
→ -2, i, i, i, 13, -1, -5, i, i, i, i
> Cc1cc(Cl)ccc1N=C1N=C(N)c2ccccc21
→ 1, i, i, i, 2, -3, -4, i, i, i, i
> CCOc1ccc(C(C(=O)NC2CCCCC2)N(CCOC)C(=O)c2snc(C(N)=O)c2N)cc1 (stereo not given)
→ 3, i, i, i, -4, -1, -11, i, i, i, i
> Cc1cc(C)c2c(N)c(C(=O)NN3CC(=O)N(c4ccccc4)CC3=O)sc2n1
→ 3, i, i, i, 0, -2, -5, i, i, i, i
> COCCCN1C(=O)C(=O)/C(=C(/O)c2ccc(OCC(C)C)cc2)C1c1cccnc1 (stereo not given)
→ 0, i, i, i, -3, -4, -8, i, i, i, i
> O=C(Nc1cccc(-c2cccc(Cl)c2)c1)C1CCN(CC2CCOC2)CC1 (stereo not given)
→ -3, i, i, i, 5, 1, -22, i, i, i, i
> COc1cc(C(=O)Nc2cccc(NC(=O)c3ccccc3)c2)cc(OC)c1OC
→ 0, i, i, i, 8, -5, -4, i, i, i, i
> CCOC(=O)C1CCN(CC(=O)Nc2ccc(OC)c(Cl)c2)CC1
→ 0, i, i, i, 21, -4, -12, i, i, i, i
> c1ccc(-c2cnnc(N3CCOCC3)n2)cc1
→ 0, i, i, i, 15, ., -8, i, i, i, i
> CC1CCCN(Cc2c(O)ccc3c(=O)c(-c4nc5ccccc5s4)c(N)oc23)C1 (stereo not given)
→ -3, i, i, 5*, 6, -2, -22, i, i, i, i
> COc1ccc(NC(=O)CSc2ccc(-c3ccco3)nn2)c(OC)c1
→ 2, i, i, i, 5, 2, -5, i, i, i, .
> Cc1ccc(C(=O)Nc2cccc(-c3nc4ncccc4o3)c2)cc1
→ 0, i, i, i, -2, 3, -18, -10*, i, i, i
> CCCCOC(=O)NC(NCC(O)c1ccccc1)(C(F)(F)F)C(F)(F)F (stereo not given)
→ 3, i, i, i, ., 0, -4, i, i, i, i
> CCc1c(C)sc(NC(=O)c2cc(-c3ccc(O)cc3)on2)c1C#N
→ -1, i, i, i, 6, 0, -7, i, i, i, i
> c1ccc(CC2CCCNC2)cc1 (stereo not given)
→ 0, i, i, i, ., -3, -1, i, i, i, i
> CCOC(=O)C1CCN(C(=S)Nc2ccc(C)cc2)CC1
→ -3, i, i, i, 4, -2, -17, i, i, i, i

# (next part)
# Sequence of screens: GSK3beta inhib, RGS4 pot, KCNK9 block, RGS4 block, Dyrk1A ADPGlo, GSK3A inh, hERG rescue, KCNK3 inh, KCNQ1 act, KCNQ1 inh, PolyA inhibitor
> CC(=O)NNC(=O)CCn1nnc(-c2ccc(Cl)cc2)n1
→ 5, i, i, i, -3, -2, -19, i, i, i, i
> O=C(O)CCn1c(Cc2ccccc2)nc2ccccc21
→ -7, i, i, i, 11, -2, -5, i, i, i, i
> CCOc1ccccc1NC(=O)COC(=O)CC(C)(C)CC1=NS(=O)(=O)c2ccccc2N1
→ -4, i, i, i, 13, 0, -11, i, i, i, i
> COc1ccc(CC(=O)O/N=C(\N)Cc2cccc3ccccc23)cc1
→ 0, i, i, i, 2, ., -9, i, i, i, i
> COc1ccc2c(c1OC)C(=O)OC2N1C(=O)CC[C@H]1C(=O)NCC1CCCO1 (stereo not given in full)
→ 0, i, i, i, -1, -5, -7, i, i, i, i

# Not all compounds are listed; rates above refer to the full screens.
